GRP78 ERSR act = induces the endoplasmic reticulum stress response in human glioma cells; Potency, µM, without a hit: at the top dose activation, actives largely listed as activators; 420,000 compounds, 0.02% hits; U87-MG GRP78 promoter luciferase reporter, 16 h; also: potency is read from the fitted curve at half-maximal effect; series mostly up to about 76 µM; % of control where 0% means no effect; nearly all actives have a fitted effect of over 35% in size
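Stably transfected U87-MG human glioma cells carrying a GRP78-based luminescent sensor were seeded at 1000 cells/well, pin-dosed with compounds and incubated 16 h. Luciferase reagent was then added, and end-point luminescence was read after 10 min at room temperature.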
Vif-APOBEC3G blk = inhibitors of Vif-APOBEC3G interaction; 410,000 compounds, 0.076% hits; HeLa A3G-eYFP + Vif (tagged APOBEC3G with the HIV-1 protein that degrades it), YFP fluorescence, overnight; Potency, µM (top dose mostly 46.1 µM), without a hit: at the highest dose activity, negative = active, usual class: inhibitors; Q9HC16; AID 602310;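 also: potency is read from the fitted curve at half-maximal effect; % is scaled to controls: 0 for no effect and ±100 for the full control effect; nearly all actives have a fitted effect of over 60% in size; hits raise eYFP signal because A3G escapes Vif-driven loss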
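Read-out is eYFP fluorescence (Ex 488/Em 500-530) from Vif-expressing HeLa A3G-eYFP cells; more signal means A3G escaped Vif-mediated degradation. Cells plated overnight, compound pinned in, incubated overnight at 37 deg C.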
mIDH1 inhibitor = blocks human mutant IDH1 R132H enzyme; AID 602179; O75874; 390,000 compounds, 0.093% hits; Potency, µM (series often up to 76.6 µM), for inactives: at the top dose activity change, negative = inhibition, usual class: inhibitors; IDH1-R132H enzyme, NADPH consumption, diaphorase/resazurin fluorescence; also: potency is read from the fitted curve at half-maximal effect; % is scaled to controls: 0 for no effect and ±100 for the full control effect; nearly all actives have a fitted effect of over 65% in size
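IDH1-R132H (0.5 ug/mL dispensed) in pH 7.5 Tris buffer was preincubated 30 min with compound, then given a substrate mix of 0.016 mM NADPH and 2 mM alpha-KG for 80 min at room temperature; remaining NADPH was read by diaphorase/resazurin fluorescence.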
TrxR1 inh = inhibitors of rat thioredoxin reductase 1. recombinant rTrxR1, NADPH fluorescence consumption, selenite substrate. Potency, µM (series often up to 114 µM), for inactives: at the top dose activity change, negative = inhibition, usual class: inhibitors. 390,000 compounds, 1% hits. AID 588453; also: potency is read from the fitted curve at half-maximal effect; % is scaled to controls: 0 for no effect and ±100 for the full control effect; nearly all actives have a fitted effect of over 65% in size
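Rat TrxR1 (90 nM in the dispensed reagent) was pre-reduced with 400 uM NADPH for 5 min at room temperature, then incubated with compound for 15 min. After 400 uM selenite was added, NADPH fluorescence (Ex 340/Em 450 nm) was followed for 8 min.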
LDHA block = blocks human lactate dehydrogenase A | purified LDHA, NADH/diaphorase-resazurin fluorescence; active compounds read low | AID 1347041 | activity change, % (values are at about 110 or 230 µM) | 480,000 compounds, 0.15% hits; in the data active = activity change below about -30%; inconclusive = mostly about -25% to -30%;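 also: plate controls were DMSO wells for no effect and wells without enzyme for full effect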
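LDH5 2 nM; NADH 0.06 mM, pyruvate 0.2 mM; 200 mM Tris pH 7.4, EDTA, Tween-20; 5 min RT. Detection: diaphorase 0.133 mg/mL + resazurin 37 µM, fluorescence ex540/em590 at 0 and 20 min; normalized to enzyme-free and DMSO wells.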
RGS4 inh = blocks human RGS4-accelerated GTP hydrolysis | Potency, µM (doses to about 114 µM), for the others: at the top dose activity change, negative = inhibition, usual class: inhibitors | P49798 | AID 504845 | Transcreener GDP fluorescence polarization, RGS4-accelerated GTP hydrolysis | 390,000 compounds, 0.039% hits; also: potency is read from the fitted curve at half-maximal effect; % is scaled to controls: 0 for no effect and ±100 for the full control effect; nearly all actives have a fitted effect of over 75% in size; some results filed as inactive show a strong effect at the top dose
Target sequence (P49798 whole entry, looked up): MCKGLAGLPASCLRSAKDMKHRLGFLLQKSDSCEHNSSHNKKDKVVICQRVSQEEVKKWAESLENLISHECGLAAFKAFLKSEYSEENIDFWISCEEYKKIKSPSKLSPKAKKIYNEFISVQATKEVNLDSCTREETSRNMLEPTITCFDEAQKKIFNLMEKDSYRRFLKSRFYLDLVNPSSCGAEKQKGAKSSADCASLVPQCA
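MLSMR compounds (23 nl, pin-transferred) preincubated 10 min at room temperature with a 500nM (2x) first reagent, then RGS4 at 900nM (2x) plus Transcreener GDP mix added; fluorescence polarization (620/688 nm) read before and after 90 min at 30 °C.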
USP1-UAF1 inh = blocks the human USP1/UAF1 deubiquitinase complex; O94782; recombinant USP1/UAF1, Ub-Rhodamine cleavage fluorescence; Potency, µM (titrated, usually from 57.1 µM), inactives show top-dose activity change, negative = inhibition, most hits filed as inhibitors; 390,000 compounds, 0.23% hits; AID 743255; also: potency is read from the fitted curve at half-maximal effect; % is scaled to controls: 0 for no effect and ±100 for the full control effect; nearly all actives have a fitted effect of over 60% in size; inactives centre near -12
Target sequence (O94782 whole entry, looked up): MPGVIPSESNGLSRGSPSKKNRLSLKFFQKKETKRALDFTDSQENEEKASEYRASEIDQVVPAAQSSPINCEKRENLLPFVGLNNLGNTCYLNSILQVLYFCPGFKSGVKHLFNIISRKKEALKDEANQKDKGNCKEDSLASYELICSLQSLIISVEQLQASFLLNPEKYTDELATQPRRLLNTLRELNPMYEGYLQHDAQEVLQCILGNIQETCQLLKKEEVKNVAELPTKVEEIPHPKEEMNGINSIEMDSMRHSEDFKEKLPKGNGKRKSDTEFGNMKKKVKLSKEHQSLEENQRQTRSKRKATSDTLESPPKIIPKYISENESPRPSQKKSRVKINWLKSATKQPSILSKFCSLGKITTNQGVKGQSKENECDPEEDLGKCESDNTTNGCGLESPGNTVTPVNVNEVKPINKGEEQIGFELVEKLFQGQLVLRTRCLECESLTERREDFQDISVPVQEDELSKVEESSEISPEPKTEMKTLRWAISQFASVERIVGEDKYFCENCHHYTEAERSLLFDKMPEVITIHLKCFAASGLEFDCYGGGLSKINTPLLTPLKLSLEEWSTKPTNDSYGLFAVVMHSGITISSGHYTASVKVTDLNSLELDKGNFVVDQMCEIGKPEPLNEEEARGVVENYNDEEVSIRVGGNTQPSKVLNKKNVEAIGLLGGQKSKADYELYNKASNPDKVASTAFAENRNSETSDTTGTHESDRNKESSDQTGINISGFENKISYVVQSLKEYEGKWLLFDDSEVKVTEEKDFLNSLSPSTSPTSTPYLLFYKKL
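Step one: compound is pinned into 1nM USP1/UAF1 in HEPES pH 7.8 buffer with TCEP. Step two: 15 min room-temperature incubation. Step three: Ub-Rho (150nM final) starts cleavage, tracked by fluorescence over six one-minute reads.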
TrxR1 substrate = rat thioredoxin reductase 1 substrate activity; O89049; purified TrxR1 substrate turnover, NADPH consumption readout; Potency, µM (doses to about 114 µM), inactives show top-dose activity change, negative = substrate turnover; 390,000 compounds, 0.01% hits; also: potency is read from the fitted curve at half-maximal effect; % is scaled to controls: 0 for no effect and ±100 for the full control effect; nearly all actives have a fitted effect of over 50% in size
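Rat TrxR1, dispensed at 90 nM, was prereduced with 400 uM NADPH (final) for 5 min at ~22 deg C, then incubated with compound 15 min before 400 uM selenite. A first-read NADPH fluorescence drop versus no-compound background flagged substrates.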
Vif-A3F inh = inhibitors of Vif-A3F interaction | HeLa A3F-eYFP + Vif (tagged APOBEC3F with the HIV-1 protein that degrades it), YFP fluorescence increase | Potency, µM (top dose mostly 46.1 µM), for inactives: at the top dose activity, negative = active | 390,000 compounds, 0.2% hits | AID 602313; also: potency is read from the fitted curve at half-maximal effect; % of control where 0% means no effect; nearly all actives have a fitted effect of over 65% in size
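Fluorescence increase (Ex 488/Em 500-530) after overnight compound treatment at 37 deg C flags inhibition of Vif-driven A3F-eYFP loss in stable HeLa A3F-eYFP/Vif cells seeded overnight beforehand.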
* hit, by the source's call; u = inconclusive; x = not tested or not shown; & = joins results of further samples; ! = repeats disagree; [ ] = remark or other dose. Unless noted, calls follow the shape of the dose curve; as a rule, active = well fitted curve in the direction sought with a large enough effect; inconclusive = small, poorly fitted or top-dose-only effect, or another doubt; inactive = no such curve, though single readings can be large; an effect the other way counts as inactive or inconclusive.

SMILES | GRP78 ERSR act | Vif-APOBEC3G blk | mIDH1 inhibitor | TrxR1 inh | LDHA block | RGS4 inh | USP1-UAF1 inh | TrxR1 substrate | Vif-A3F inh
Nc1c(C(=O)OCC2CCCO2)c2nc3ccccc3nc2n1Cc1cccs1 (stereo unspecified) | -4% | -16% | 2% | -6% | 11 | 13% | -19% | 282%[activator] | 2%
CCCn1c(=O)c2[nH]c(C3CCCC3)nc2n(CCCOC(=O)c2ccc(S(=O)(=O)F)cc2)c1=O | u | x | x | 4%[57.1 µM] | x | u | x | 2%[57.1 µM] | x
Cc1cccc(OCC(=O)N2CCN(CCc3ccccn3)CC2)c1 | 0% | -1% | 17% | 32% | -1 | -1% | -6% | 12% | 3%
CC12CC[C@H]3[C@@H](CCC4(O)C[C@H](O)CCC34/C=N/NC(=O)c3ccccc3O)C1(O)CCC2C1=CC(=O)OC1 (stereo partly specified) | -1% | -27% | 5% | 12% | 13 | -10% | -21% | 3% | 2%
COc1ccc(CC2c3cc(OC)c(OC)cc3CCN2C)cc1O (stereo unspecified) | -4% | 4% | -8% | 15% | 1 | 9% | -29% | 4% | 6%
CCCCCn1c(=O)c(C(=O)Nc2ccccc2S(N)(=O)=O)c(O)c2ccccc21 | -2% | 0% | u | 18% | -4 | 17% | -7% | 20% | u
O=C1/C(=C\c2ccc(Cl)c(Cl)c2)N2CCC1CC2 | -6% | -1% | 4% | -27%[57.1 µM] | -5 | u | -7% | 5%[57.1 µM] | 5%
CCOC(=O)C1(CCc2ccccc2)CCN(Cc2cccc3cnccc23)CC1 | -6% | -4% | 1% | 15%[57.1 µM] | 1 | -28% | u | -7% | -3%
CC1CCC2[C@@H](C)C(=O)OC3O[C@]4(C)CCC1C32OO4 (stereo partly specified) | -3% | 5% | 3% | 23%[57.1 µM] | -3 | 5% | -13% | -16%[57.1 µM] | 0%
CN(C)CP(=O)(O)CN(C)C=O | -3% | 2% | 2% | 12% | -2 | -33% | -10% | 8% | 1%
O=C(C1c2ccccc2C(=O)N2CCc3ccccc3C12)N1CCC2(CC1)OCCO2 (stereo unspecified) | -6% | -1% | -1% | 6% | -7 | 17% | -17% | 10%[57.1 µM] | 3%
CC(C)c1ccc(NC(=O)c2ccc3c(c2)CCN3S(=O)(=O)c2ccccc2)cc1 | x | x | x | 27% | -6 | -14% | u | 6% | x
Cc1cc(C(=O)CS(=O)c2ccc(F)cc2)cc(C)c1OC(=O)N(C)C (stereo unspecified) | -4% | 1% | 0% | 32% | -10 | -26% | -14% | 2% | -18%
CCCCCn1c(N)c(C(=O)NCCN2CCOCC2)c2nc3ccccc3nc21 | -6% | -16% | 2% | 19%[57.1 µM] | 4 | -42% | -25% | 43%[activator][57.1 µM] | 1%
COc1cc(/C=C2\C(=O)NC(=O)N(c3ccccc3)C2=O)cc(OC)c1OC | 0% | 1% | 6% | u | -7 | u | -11% | 12%[57.1 µM] | 0%
NNC(N)=O | -4%&2% | 3% | 7% | 21%[57.1 µM] | -3 | 17%[56.9 µM] | -24% | 10%[57.1 µM] | 1%
O=c1c2ccccc2[se]n1-c1ccccc1 | -3%&-9%&-8%&-2%&-11%&-2% | -4%&-6% | u | 28µM*! | -108* | 0.67µM* | -4% | u | u
Cc1cc(/C=C2\C(=O)NC(=O)N(Cc3ccccc3)C2=O)c(C)n1-c1ccc(Cl)c(C(=O)O)c1 | -4% | 1% | 12% | u | -5 | -29% | -22% | -9% | -10%
Cc1ccc(P(=S)(c2ccc(C)o2)N2CCOCC2)o1 | -1% | 0% | 1% | -21% | -1 | -23% | -9% | -6% | 2%
COC(=O)N(c1ccccc1)P(=O)(Oc1ccccc1)Oc1ccccc1 | -2% | -6% | 7% | -5%[57.1 µM] | -3 | -10% | -10% | 4%[57.1 µM] | 11%
COC(=O)C1=C(c2ccccc2)C[C@@H]2CC[C@H]1N2C(=O)NCc1cccc2ccccc12 | -7% | -5% | 26% | 9% | 2 | 8% | -15% | 2%[57.1 µM] | 10%
O=C(c1cc2cc(Br)ccc2[nH]1)N1CCC2(CC1)OCCO2 | -1% | -2% | 4% | -10% | -1 | -15% | -18% | -3% | -4%
COC(=O)C1=C(c2ccc(Cl)c(C(F)(F)F)c2)C[C@@H]2CC[C@H]1N2C(=O)NC1CCCCC1 | 2% | 0% | 12% | 24% | 2 | -1% | -28% | 6% | 2%
O=C1NC(=O)N(Cc2ccco2)C(=O)/C1=C\c1ccc(-c2ccc(F)cc2)o1 | -13% | -12% | -3% | u | -2 | u | -21% | -5% | u
Cc1ccc(-n2c(/C=C/c3cc(Br)cs3)nc3ccccc3c2=O)cc1C | -4% | -4% | -3% | 3%[57.1 µM] | -11 | -7% | -10% | -3%[57.1 µM] | -4%
CCCCn1c(O)c(/C=C2/C=CC=N2)c(=O)[nH]c1=O | -8% | 10µM* | 3% | 9%[57.1 µM] | -1 | -17% | u | 4%[57.1 µM] | u
Oc1cccc(/C=N/NP(=S)(c2ccccc2)c2ccccc2)c1 | 2% | -2% | -3% | 4% | -6 | 4% | -8% | -7% | -2%
O=C(NCC1=C(c2ccc3ccccc3c2)C[C@@H]2CC[C@H]1N2Cc1ccco1)c1cccs1 | -6% | -1% | 0% | x | -4 | x | -12% | x | 2%
CN(C)c1ccc(-[n+]2c(-c3ccccc3)cc(-c3ccccc3)cc2-c2ccccc2)cc1 | -7% | -5% | -5% | -1%[57.1 µM] | -5 | 2% | -26% | -1%[57.1 µM] | -6%
COC(=O)C1=C(c2ccc(F)cc2F)C[C@@H]2CC[C@H]1N2C | -4% | 0% | 4% | 6%[57.1 µM] | 2 | 16% | -17% | 5%[57.1 µM] | 6%
C=C(C=O)CC1CC(O)[C@]2(C)OC3C[C@@H]4OC5C[C@]6(C)O[C@]7(C)CCC8OC9C[C@]%10(C)OC(/C(C)=C\CO)C(O)CC%10OC9CC(C)C8OC7CC6O[C@]5(C)C/C=C\C4OC3CC2O1 (stereo partly specified) | -3% | -1% | 3% | 9% | 0 | 11% | u | 8% | 3%
Cc1ccccc1-n1c(O)c(C(c2ccncc2)c2c(O)n(-c3ccccc3C)c(=O)[nH]c2=O)c(=O)[nH]c1=O | -4%&-5% | 3%&-1% | 5%&-2% | 14µM* | -5&-3 | -15%&-8% | -18%&-4% | 5%[57.1 µM] | 3%&-1%
O=C1NC(=O)C(=Cc2ccc(-c3cc(Cl)ccc3[N+](=O)[O-])o2)C(=O)N1 | -5% | -9% | -2% | -46% | -2 | u | -8% | 9%[57.1 µM] | u
O=C(NC1CN2CCC1CC2)c1cccc(Cl)c1 (stereo unspecified) | -2% | 0% | 17% | 14% | -7 | -4% | -13% | 9%[57.1 µM] | 18%
Cc1ccc2c(c1)=C/C(=C\c1c(O)[nH]c(=O)[nH]c1=O)C(=O)N=2 | -3% | 0% | 3% | 10µM* | 1 | u | -8% | -5% | -7%
COc1ccccc1N1CCN(C(=O)CCS(=O)(=O)c2ccc3c(c2)oc(=O)n3C)CC1 | -7%&-2% | 5%&-1% | 6%&0% | 12%&15% | -1&-4 | 28%[11.4 µM] | u | 10%&8% | 1%&1%
OC(Cn1c2ccccc2c2ccccc21)C[n+]1cccc2ccccc21 (stereo unspecified) | -6% | 4% | 3% | -2% | -1 | 2% | -7% | 0% | 0%
Cc1cccc(NC(=S)NC2CC3CCC(C2)N3Cc2ccco2)c1 (stereo unspecified) | -4% | 1% | -3% | u | -6 | -1% | 3% | 3% | -11%
CCOC(=O)C1=C(C)OC(N)=C(C(=O)OC)C12C(=O)Nc1ccc(Br)cc12 (stereo unspecified) | -5% | -7% | 3% | 7%[57.1 µM] | 20 | 7%[11.4 µM] | -5% | -9% | 0%
COc1cccc(-n2c(CN3CCOCC3)nc3ccc([N+](=O)[O-])cc3c2=O)c1 | -3% | -3% | 1% | 13% | -4 | -17% | -19% | -2% | -18%
O=C(Nc1ccc(F)cc1)N1Cc2ccccc2-n2nncc2C1 | -6% | 1% | -3% | x | -20 | x | 3% | x | -1%
CC(=O)OC1CC(OC2C(O)CC(OC3C(O)CC(OC4CCC5(C)C(CCC6C5CC(O)C5(C)C(C7=CC(=O)OC7)CCC65O)C4)OC3C)OC2C)OC(C)C1OC1OC(CO)C(O)C(O)C1O (stereo unspecified) | -4%&-4%&-7% | -11%&-6% | -8% | 25%&20% | -13&-4 | 26% | -9% | 4%&0% | -9%
CC(C)c1ccc(-n2c(O)c(/C=N/NC(=O)c3ccncc3)c(=O)[nH]c2=O)cc1 | -3% | 0% | -3% | u | 0 | -21% | -3% | -16% | 2%

Taken from above.
Reading of COc1cccc(-n2c(CN3CCOCC3)nc3ccc([N+](=O)[O-])cc3c2=O)c1 in mIDH1 inhibitor: 1%
Reading of CCOC(=O)C1=C(C)OC(N)=C(C(=O)OC)C12C(=O)Nc1ccc(Br)cc12 (stereo unspecified) in TrxR1 substrate: -9%

This is a subset; the hit share may differ from the screen's.
